FBPA Giardia inh – Giardia lamblia aldolase inhibition; A8B2U2; purified Giardia FBPA; Potency, µM (titrated, usually from 59.6 µM), without a hit: top-dose activity, negative = inhibition, most hits filed as inhibitors; 0.71% of 290,000 active; AID 2451; note: potency is the fitted concentration of half-maximal effect; nearly all actives have a fitted effect of over 55% in size
Target sequence (A8B2U2 whole entry, looked up): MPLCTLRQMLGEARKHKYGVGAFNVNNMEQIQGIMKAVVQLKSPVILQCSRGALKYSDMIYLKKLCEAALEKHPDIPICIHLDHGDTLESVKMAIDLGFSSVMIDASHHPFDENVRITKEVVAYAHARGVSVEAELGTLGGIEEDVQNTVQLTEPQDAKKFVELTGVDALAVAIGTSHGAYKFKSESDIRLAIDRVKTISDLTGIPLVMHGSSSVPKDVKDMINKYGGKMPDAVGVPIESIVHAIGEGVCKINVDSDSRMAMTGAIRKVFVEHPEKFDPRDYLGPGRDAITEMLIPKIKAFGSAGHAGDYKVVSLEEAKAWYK
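Giardia FBPA (40 nM reagent) was preincubated 10 min at RT with compound (up to 57.5 uM final), then substrate plus GAPDH/TPI/NAD/arsenate coupling system with diaphorase/resazurin was added; resorufin fluorescence (525/598 nm) was read after 20 min.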
AmpC detergent – blocks E. coli AmpC beta-lactamase in detergent assay; AmpC hydrolysis of nitrocefin, absorbance 480 nm, 0.01% Triton; Potency, µM (top dose mostly 114 µM), inactives show top-dose activity change, negative = inhibition, hits mostly inhibitors; 0.041% of 370,000 active; AID 485294;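 note: potency is the fitted concentration of half-maximal effect; 0% = no-compound wells and -100% = no-enzyme wells; nearly all actives have a fitted effect of over 25% in size; some results filed as inactive show a strong effect at the top dose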
Target sequence (P00811 whole entry, looked up): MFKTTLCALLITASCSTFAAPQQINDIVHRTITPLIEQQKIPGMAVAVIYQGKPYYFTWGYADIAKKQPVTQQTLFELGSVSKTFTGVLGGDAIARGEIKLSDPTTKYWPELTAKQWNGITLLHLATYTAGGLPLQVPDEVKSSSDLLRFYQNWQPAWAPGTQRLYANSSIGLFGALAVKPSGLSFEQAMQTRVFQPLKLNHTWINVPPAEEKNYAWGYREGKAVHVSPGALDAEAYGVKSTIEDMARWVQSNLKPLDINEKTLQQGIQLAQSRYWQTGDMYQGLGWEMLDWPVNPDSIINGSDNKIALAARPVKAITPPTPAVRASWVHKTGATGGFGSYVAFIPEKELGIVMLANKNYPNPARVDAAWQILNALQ
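20 mM phosphate pH 7.0 + 0.01% (detergent screen) or 0.0001% Triton X-100; 5.3 nM AmpC reagent; cpd preinc 15 min RT; nitrocefin (800 uM stock) to start; A480 q20 s × 4 min; Activity was normalised to no-enzyme and no-compound control wells.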
HCMV antiviral – blocks human cytomegalovirus replication. HFF cells, HCMV-luciferase reporter, 72 h; stronger effect = lower value. 4.5% of 410,000 active. activity change, negative = inhibition, % at 57.5 µM; in the data active = activity change below about -60%; inconclusive = no clear call, values can overlap the other calls; inactive = above about -39%
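Steps: HFFs plated, 16 h 37C; compounds added; HCMV-luciferase added to MOI 1 PFU/cell; 72 h 37C; OneGlo reagent, 5 min room temperature; luminescence read, normalized to controls.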
AmpC inh no detg – blocks E. coli AmpC beta-lactamase in detergent-free assay. Potency, µM (top dose mostly 57.1 µM), without a hit: at the highest dose activity change, negative = inhibition, usual class: inhibitors. AmpC nitrocefin hydrolysis, absorbance 480 nm, 0.0001% Triton. P00811. 0.52% of 330,000 active;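 note: potency is the fitted concentration of half-maximal effect; plate controls were no compound for no effect and no enzyme for full effect; nearly all actives have a fitted effect of over 20% in size; some results filed as inactive show a strong effect at the top dose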
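AmpC (5.3 nM in the dispensed reagent) in 20 mM phosphate pH 7.0 with 0.01% (detergent screen) or 0.0001% Triton X-100 was preincubated with compounds for 15 min at room temperature. Nitrocefin was then added from an 800 uM solution, and hydrolysis was followed at 480 nm.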
HCV inh – HCV inhibition; 3.4% of 340,000 active; AID 651820; Huh7.5.1 HCVcc-Cre infection, luciferase reporter, 44 h; Potency, µM (doses to about 41.8 µM), inactives show at the top dose activity change, negative = inhibition, most hits filed as inhibitors; note: potency is the fitted concentration of half-maximal effect
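Compounds are dispensed onto cells plated 4 h earlier at 1,000 per well, with HCVcc-Cre virus (about 0.5 moi) added next. Following 44 h of culture, luminescent signal is measured for 15 sec after 15 min with substrate at room temperature.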
Sm TGR block – S. mansoni TGR enzyme inhibition. Potency, µM (top dose mostly 114 µM), without a hit: top-dose activity change, negative = inhibition, usual class: inhibitors. purified TGR, DTNB reduction, TNB absorbance 405 nm. 3% of 360,000 active. AID 485364; note: potency is the fitted concentration of half-maximal effect; nearly all actives have a fitted effect of over 60% in size
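TGR 20 nM + NADPH 100 uM (dispensed conc.), cpd preinc 15 min RT; start with NADPH (500 uM addition) then DTNB (15 mM addition). Kinetic TNB absorbance, 405 nm filter. Four-parameter Hill fit across titration.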
The depositor's hits bear a star; ? = inconclusive; . = no result given; & = joins results of further samples; [ ] = another dose, or the depositor's remark. Unless noted, calls come from the whole dose curve; as a rule, active = well fitted curve in the direction sought with a large enough effect; inconclusive = small, poorly fitted or top-dose-only effect, or another doubt; inactive = no such curve, though single readings can be large; an effect the other way counts as inactive or inconclusive. Unless noted, % is set by controls: 0 for no effect and ±100 for the full control effect.

SMILES	FBPA Giardia inh	AmpC detergent	HCMV antiviral	AmpC inh no detg	HCV inh	Sm TGR block
CCOC1CCCCC1NS(=O)(=O)c1ccc(Cl)cc1 (configuration not stated)	3%	?	-23	-10%	2%	0%
O=C(NCc1ccc2c(c1)OCO2)Nc1ccc(F)cc1	1%	0%	38	-36%	8%	2%
O=C(O)c1ccccc1N/N=C/c1cc(Br)cc(Br)c1O	17%	-1%	34	-27%	-5%	-18%
Cc1ccc(CN(C)CC(=O)Nc2ccc3c(c2)CCC3)cc1	-1%	-8%	29	-33%[2.29 µM]	?	0%
COc1ccc(CN2CCN(Cc3cccc(Oc4ccccc4)c3)CC2)c(OC)c1OC	?	3%	-8	75%[activator]	?	15%
CC(C)C(C)NC(=O)COC(=O)/C=C/c1ccc(S(=O)(=O)N2CCc3ccccc32)cc1 (configuration not stated)	4%	-2%	-8	1%	-6%	3%
COCCn1c(SCC(=O)NNC(=O)c2ccccc2)nc2ccccc2c1=O	2%	-5%	-13	-8%	7%	-7%
CCOc1cc(N2CCOCC2)c(OCC)cc1NC(=O)c1c(-c2ccccc2)noc1C	.	2%	63	202%[activator]	?	5%
COc1cc(C(=S)N2CCCC2)cc(OC)c1OS(=O)(=O)c1ccc(NC(C)=O)cc1	11%	-9%	-23	-16%	-26%	1%
Cc1nc2ccccc2c(=O)n1/N=C/c1ccc(O)cc1	1%	-15%	-30	-5%	13%	0%
CC(=O)Nc1ccc(S(=O)(=O)N2CCN(c3ccc(C)c(C)c3)CC2)cc1	.	4%	-5	.	.	19%
COCC(=O)Nc1nc2ccccc2s1	9%	0%	151	.	-11%	2%
Cc1nnc(NCc2ccc(Cl)cc2)c2c1nnn2Cc1ccc(F)cc1	.	-5%	1	.	.	0%
CS(=O)(=O)NCc1nnc(SCc2ccc(C(F)(F)F)cc2)o1	2%	0%	-28	1%	35%[activator]	-7%
Cc1cc(C(=O)COC(=O)c2ccc(O)cc2O)c(C)n1C(C)C	.	-1%	-13	-22%	?	-14%
CC(=O)Nc1ccc(Sc2ncccc2C(=O)Nc2ccc(F)cc2)cn1	-7%	6%	?	-9%	?	?
COc1ccc(CNC(=O)C(=O)NCC(c2ccco2)S(=O)(=O)c2ccc(Cl)cc2)cc1 (configuration not stated)	.	-1%	3	.	.	11µM*
CC(=O)Nc1sc(N/N=C\c2ccc(O)cc2)nc1-c1cccs1	-18%	0%	-27	-42%	7%	-32%
CCN(CC(=O)Nc1ccc(NC(C)=O)cc1)C(=O)c1oc2c(ccc3ccccc32)c1C	.	1%	-74*	180%[activator]	-21%	4%
O=C(O)Cc1csc(-c2cccc(F)c2)n1	14%	3%	7	-1%	-4%	4%
Cc1cccc(OCCSc2nncn2C)c1	6%	1%	135	-8%	-16%	-1%
CC(C)n1c(C(O)c2ccc3c(c2)OCO3)nc2ccccc21 (configuration not stated)	19%	2%	-39	-1%	-6%	7%
O=C(c1ccccc1)N1CCN(C2CC(=O)N(CCc3ccccc3)C2=O)CC1 (configuration not stated)	0%	-15%	24	40%	15%	-20%
CCC(=O)N1C(C(=O)NCc2ccc(OC)cc2)CSC1c1ccc(OC)cc1 (configuration not stated)	5%	5%	74	13%	1%	4%
Cc1nn2c(NCc3ccccn3)c3c(nc2c1-c1ccccc1)CCC3	-8%	-16%	-83*	0%	-67%	25µM*

Entries from the list above that have a COOH group (two):
SMILES	FBPA Giardia inh	AmpC detergent	HCMV antiviral	AmpC inh no detg	HCV inh	Sm TGR block
O=C(O)c1ccccc1N/N=C/c1cc(Br)cc(Br)c1O	17%	-1%	34	-27%	-5%	-18%
O=C(O)Cc1csc(-c2cccc(F)c2)n1	14%	3%	7	-1%	-4%	4%

(further entries)
SMILES	FBPA Giardia inh	AmpC detergent	HCMV antiviral	AmpC inh no detg	HCV inh	Sm TGR block
CCC(C)N(C(=O)Cn1nnc2ccccc21)C(C(=O)Nc1ccc(F)cc1)c1cccc(OC)c1 (configuration not stated)	-9%	-13%	-27	69%[activator]	28%	-15%
Cc1ccc(S(=O)(=O)N2CCOCC2)cc1C(=O)NC1CCCCC1	7%	?	-6	-8%	6%	2%
CC(C)Cn1c(N)c(C(=O)COC(=O)/C=C/c2ccccc2)c(=O)n(C)c1=O	.	?	-76*	19%	7.1µM*	-7%
CCN(CC)CC#CCOC(c1ccccc1)c1ccccc1	-4%	1%	-15	58%	-6%	-5%
CCSc1nc2ccc(OC)cc2cc1C#N	-1%	-3%	46	-24%	10µM*	-4%
CCN1CCN(C(=O)Nc2cccc3ccccc23)CC1	-10%	?	48	-33%	6%	-13%
Cc1cc(C)nc(N2CCCC(C(=O)Nc3ccc4nc(C)c(C)nc4c3)C2)n1 (configuration not stated)	0%	-4%	15	8%	5.6µM*	0%
COc1ccc(NC(=O)CN(C)CC(=O)Nc2ccc(C)c(S(=O)(=O)N3CCCCC3)c2)cc1	.	4%	-21	67%[activator]	?	-7%
Cc1ccc(NC(=O)c2cccn2-c2nnc(N3CCCCC3)s2)cc1Cl	.	0%	0	.	.	0%
Clc1ccc(-c2nc(NCCN3CCOCC3)c3ccccc3n2)cc1	-1%	1%	35	89%[activator]	?	-20%
CSCC(=O)N1CCC(n2nccc2NC(=O)CCc2ccccc2)CC1	.	0%	-4	-11%	15%	-9%
Cn1c(N)c(C(=O)CSc2nnc(-c3c[nH]c4ccccc34)n2C2CC2)c(=O)[nH]c1=O	.	-4%	0	3%	1%	-22%
CC(=O)c1c(C)[nH]c(C(=O)CSc2nc3ccccc3c(=O)n2CCCN2CCOCC2)c1C	-2%	-12%	24	-23%	0%&-7%	51%[activator]
COc1cccc(CNC(=O)CCCN2C(=O)CSc3c2c(C)nn3-c2ccccc2)c1	.	25%	3	.	.	17%
CN(c1ccc(F)cc1)S(=O)(=O)c1ccc(Cl)c(C(=O)NCC2CCCO2)c1 (configuration not stated)	.	-7%	-27	-3%	-15%	2%
CCOC(=O)Cn1c(=NC(=O)c2sc3ccccc3c2Cl)sc2cc(S(N)(=O)=O)ccc21	4%	-13%	-32	-38%	-17%	0%
O=c1c2ccccc2nc(/C=C/c2cccc3ccccc23)n1-c1ccc(F)cc1F	.	-6%	18	.	.	-5%
NC(=O)C1CCN(C(=O)c2cc3n(n2)C(C(F)(F)F)CC(c2ccco2)N3)CC1 (configuration not stated)	-14%	?	25	11%	17%&24%	?
CCc1ccc(NC(=O)C2CCC(CNS(=O)(=O)c3cccs3)CC2)cc1 (configuration not stated)	.	-7%	-2	.	.	1%
Cc1ccnc(NS(=O)(=O)c2ccc(NC(=O)c3ccc(C)o3)cc2)n1	-9%	-14%	-6	-14%	1%	-7%
Cc1nn(C)cc1C1Nc2ccccc2C(=O)N1O (configuration not stated)	-25%	-3%	47	-19%	7%	-8%
CC(=O)N1CCc2c(sc(NC(=O)C3CCCN3S(=O)(=O)c3cccs3)c2C#N)C1 (configuration not stated)	.	-2%	-18	-10%	?	4%
O=C(O)CC(c1cccc2ccccc12)N1Cc2ccccc2C1=O (configuration not stated)	20%	-3%	2	-10%	15%	8%
CCOc1ccc(-c2nnc(SCC(=O)N(CC)c3cccc(C)c3)o2)cc1	.	-6%	1	.	.	-11%
COc1ccc(N(C)S(=O)(=O)c2ccc3c(c2)CCN3C(=O)C2CC2)c(OC)c1	.	3%	-12	61%[activator]	?	2%
CC1CN(c2ccc([N+](=O)[O-])cc2C(=O)N2CCOCC2)CC(C)N1 (configuration not stated)	4%	-3%	7	-15%	?	-5%
Cc1ccc(NC(=O)c2cnn3c2NC(c2ccccc2)=CC3c2ccccc2)cc1 (configuration not stated)	.	23%	?	.	.	8%
CC(=O)n1c2ccccc2c2ccccc21	-3%	?	10	-3%	?	10%
CCC(=O)c1ccc(OCCN2CCOCC2)cc1	3%	?	24	-5%	20%	-10%
O=C(Cc1cccs1)N1CCC(c2nc3c(nnn3Cc3ccccc3Cl)c(=O)[nH]2)CC1	1%	-8%	-13	50%	15%	-3%
O=C(CCc1nnc2ccc(NCc3ccco3)nn12)Nc1ccc(F)cc1	.	-13%	21	31%	1%	?
COC(=O)C1=C(c2ccccc2OCc2ccccc2)C[C@@H]2CC[C@H]1N2C(=O)NC1CCN(Cc2ccccc2)CC1	.	4%	-28	167%[activator]	?	-11%
CCC(c1nnc(SCC(=O)Nc2cc(S(C)(=O)=O)ccc2Cl)n1Cc1ccccc1)N(C)C (configuration not stated)	-8%	6%	4	60%[activator]	-1%	68%[activator]
Cc1ccc(Nc2nc(=O)c3cccnc3s2)cc1	-25%	-8%	59	-10%	2%	5%
Cc1cnc(NC(=O)COc2ccccc2)s1	-6%	-16%	115	-19%	-9%	13%
Cc1cccc(NC(=O)CN2CCN(CC(=O)NCc3ccc(Cl)cc3Cl)CC2)c1C	.	?	0	-14%	0%	2%
COC(=O)COc1ccc(NC(=O)Cn2nc(-c3ccccc3)c3ccccc3c2=O)cc1	4%	-1%	37	-8%	11%	-12%
COc1ccccc1NC(=O)COC(=O)c1ccc(N2CCCC2=O)cc1	.	6%	-14	-6%	-10%	8%
CN1CCC(=O)N([C@H](CO)c2ccccc2)CC1	5%	1%	106	-23%	18%	1%
COC(=O)c1ccccc1NC(=O)C1CCCO1 (configuration not stated)	3%	-5%	-19	-19%	-4%	-3%
CCCCN(C)CCNC(=O)c1c2c(nc3ccccc13)C(=O)N(C1CCCCC1)C2	.	-4%	31	.	.	1%
CC(=O)c1ccc(N2CCN(C(=O)c3ccc4c(=O)n(-c5ccccc5)c(=O)[nH]c4c3)CC2)cc1	-2%	-9%	?	18%	?	-10%
COc1cccc2c1-c1c(O)cccc1C2=O	-3%	-12%	-3	-18%	1%	-6%
Cc1cc(C)c2cc(C#N)c(NCCNC(=S)NCCCN3CCOCC3)nc2c1	-3%	-1%	-35	166%[activator]	?	.
Fc1ccc(CNCc2ccccc2C(F)(F)F)cc1	-7%	5%	-15	-1%	20%	-2%
CCOc1ccccc1-n1ccnc(NCc2ccc(F)cc2)c1=O	.	-1%	17	.	.	9%
NC1=NN=C(c2ccc3c(c2)OCCO3)CS1	-4%	2%	47	-29%	6%	?
Cc1ccc(Cn2c3ccccc3c3cnn(CC(=O)Nc4cc(Cl)ccc4C)c(=O)c32)cc1	.	21%	-8	.	.	2%
O=C(c1ccccc1)N1CCN(CC2CC=CCC2)CC1 (configuration not stated)	?	?	18	-1%	8%	1%
CC1(C)CC(=O)C=C(c2ccc(-c3ccccc3)cc2)C1	.	-5%	46	-31%	-10%	-10%

Screening results from PubChem BioAssay.

Not a hit list (roughly 9.9% active in at least one column).
